KKLEB cytotox: CF airway cell cytotoxicity counter-screen; AID 602141; activity change (cytotoxicity), % at 5 µM; 360,000 tested, 0.36% active; KKLEB CF airway cells viability, ATPlite luminescence, overnight; hits give low values; cells stimulated with P. aeruginosa culture filtrate;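 active means corrected activity change at or below -50% at 5 µM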
Shn3 3UTR inh: inhibitors of Schnurri-3 3'UTR reporter in osteoblasts | Clone20 osteoblast Shn3 3'UTR firefly luciferase, 24 h | inhibition, % at 12.5 µM | 360,000 tested, 0.52% active | AID 588674;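 active means mean inhibition of at least 75% with every replicate also reaching 75%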;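 further: 0% = median of neutral control wells and 100% = pilot-screen positive control compound; some compounds past the cut are filed as inactive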
TRAIL sens C8: sensitizes caspase-8 expressing cells to TRAIL; NB7+C8 cells + TRAIL, ATPlite viability luminescence; inhibition (viability loss, TRAIL sensitization), % at 10 µM; 360,000 tested, 1% active; AID 624354;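 active means compounds causing at least 50% loss of cell viability in the single-dose screen, relative to plate controls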
MITF TRPM1 inh: reduces MITF-dependent TRPM1 promoter luciferase signal. SK-MEL-5 TRPM1 promoter luciferase, 24 h. inhibition, % at 12.5 µM. 330,000 tested, 0.83% active;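 active means mean inhibition across replicates of 60% or more, whatever share of single replicates reaches that level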; further: values of inactives mirror those of a sister screen read the other way
CF NFkB inh: cystic fibrosis NF-kB activation inhibition; KKLEB NF-kB-GFP reporter, PAF-induced, GFP fluorescence overnight; inhibition, % at 5 µM; 360,000 tested, 0.86% active; AID 588850;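 active means at least 50% inhibition at 5 µM, scaled per plate between neutral and stimulator controls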;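 further: PAF is a Pseudomonas aeruginosa culture filtrate used as stimulus; plate controls were PAF-stimulated DMSO wells for no effect and unstimulated DMSO wells for full effect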
Peg3 prom inh: inhibitors of Peg3 promoter; HeLa PEG-Prom luciferase reporter, luminescence, overnight; inhibition, % at 20 µM; 360,000 tested, 1.7% active;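 active means inhibition of at least 50% at 20 µM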
NR2E3 ag-1: NR2E3 (human) agonism; Q9Y5X4; GST-NR2E3/biotin-RetCOR TR-FRET, 1536-well; inhibition of corepressor binding, % at 4.78 µM; 320,000 tested, 0.12% active; AID 2300;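 active means percent inhibition above the cutoff of mean plus 3 SD of all tested compounds, set per screening campaign, cut at about 20% in these data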;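 further: 0% = DMSO wells and 100% = biotin wells as full block of FRET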
Target sequence (Q9Y5X4 whole entry, looked up): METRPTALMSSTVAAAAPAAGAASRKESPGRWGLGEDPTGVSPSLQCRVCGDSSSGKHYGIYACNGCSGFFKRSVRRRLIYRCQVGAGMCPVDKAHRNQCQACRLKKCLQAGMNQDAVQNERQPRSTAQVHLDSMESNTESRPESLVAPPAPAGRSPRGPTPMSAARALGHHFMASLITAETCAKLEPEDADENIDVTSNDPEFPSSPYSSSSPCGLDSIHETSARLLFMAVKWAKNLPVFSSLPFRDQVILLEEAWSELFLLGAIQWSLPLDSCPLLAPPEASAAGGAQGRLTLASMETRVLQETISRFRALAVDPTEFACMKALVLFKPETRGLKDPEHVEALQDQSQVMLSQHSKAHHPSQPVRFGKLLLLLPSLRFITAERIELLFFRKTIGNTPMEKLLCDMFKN
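Material – GST-tagged NR2E3 plus biotinylated RetCOR corepressor · Quantity – NR2E3 fusion 1.35 nM · Times – 5 h incubation at 4 °C · Medium – pH 7.5 Tris-based buffer · Technique – TR-FRET, Eu(K)-anti-GST donor, streptavidin-D2 acceptor, ex 340, em 617/671 nm · Benchmarks – high control biotin, low control 0.6% DMSO · Format – 1536-well plates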
HIF-2a block: blocks HIF-2a reporter activity; 360,000 tested, 0.72% active; 786-0 RCC cells HIF-2a reporter, luciferase luminescence, overnight; inhibition, % at 18.8 µM;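 active means inhibition of the luminescence signal of 40% or more relative to plate controls, in a single-dose primary screen at 18.75 µM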
NR2E3 ag-2: activates human NR2E3 receptor; Q9Y5X4; CHO-S Gal4-NCOR/VP16-NR2E3 two-hybrid, luciferase; inhibition of corepressor binding, % at 3.98 µM; 360,000 tested, 0.35% active; AID 602229;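 active means inhibition above the mean of all tested compounds plus 3 SD, cut at about 70% in these data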;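 further: 0% = DMSO with NR2E3 transfected cells and 100% = cells lacking NR2E3 construct; higher means lower luciferase signal from less NR2E3 corepressor binding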
hiPSC survival: increases survival of single human iPS cells; hiPSC single-cell survival, ATPlite luminescence; 100% = ROCK inhibitor wells, 0% = DMSO; survival enhancement, % at 20 µM; 360,000 tested, 0.044% active; in the data active means survival enhancement above about 18%;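 further: cells exposed to compounds for 16 hours before the ATP read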
LMP1 NFkB inh: reduces LMP1-driven NF-kappaB luciferase signal; LMP1-induced NF-kappaB luciferase reporter cells, luminescence; 350,000 tested, 0.69% active; inhibition, % at 12.5 µM; in the data active means inhibition above about 41%;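 further: 0% = neutral control wells and 100% = reference inhibitor control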
Numbers without * were called inactive; . = no result given. An excerpt. The share of hits here may be higher or lower than overall.

SMILES	KKLEB cytotox	Shn3 3UTR inh	TRAIL sens C8	MITF TRPM1 inh	CF NFkB inh	Peg3 prom inh	NR2E3 ag-1	HIF-2a block	NR2E3 ag-2	hiPSC survival	LMP1 NFkB inh
CC1CCN(C(=O)COC(=O)c2ccc(=O)n(Cc3ccccc3)n2)CC1	11.5	11.2	-4.6	7.0	-9.2	-10.2	-1.4	8.9	-13.1	0.4	-2.3
O=C1NC(=S)SC1=Cc1ccc2c(c1)OCO2	-23.8	-27.9	24.4	-1.1	38.8	-78.2	.	-137.1	7.7	3.9	-8.2
COc1cc(-c2cnc3c(NC=O)cc(-c4cccc(C(F)(F)F)c4)cn23)cc(OC)c1OC	-20.5	16.9	38.3	.	28.1	21.9	.	-42.2	19.2	0.0	.
COCc1nnc(NC(=O)CCCCCN2C(=O)c3ccccc3C2=O)s1	-3.2	-0.3	16.6	10.6	-8.8	15.3	6.3	-1.1	5.1	-0.1	5.8
CC(C)C(=O)Nc1nnc(Cc2c[nH]c3ccccc23)s1	3.3	4.1	18.3	4.5	-10.0	-14.6	-2.0	-19.4	-27.6	-0.8	-2.4
CCCC(=O)OCC(=O)Nc1ccc2c(c1)OCO2	0.9	-0.5	-16.9	-2.2	2.7	1.4	-1.1	7.2	-21.1	-0.3	0.6
Cc1cc(C(=O)NCC(=O)OC(C(=O)Nc2cc(C(F)(F)F)ccc2Cl)c2ccccc2)ccc1[N+](=O)[O-] (configuration not stated)	-1.9	4.4	-11.7	-4.9	7.4	4.3	-2.6	-2.1	-13.4	1.5	-1.2
CCN(CC)c1ccc(/C=N/Nc2nc3ccccc3[nH]2)cc1	6.1	62.8	36.8	37.3	-12.6	-159.0	.	-213.5	21.1	-2.8	-10.4
COc1cc(Cl)cc(C#N)c1OCC(=O)O	2.1	-17.8	-8.0	-1.1	0.1	9.7	1.1	-2.8	11.8	0.0	-0.6
CC(=O)N1CCN(CC(=O)Nc2ccc(C)c(F)c2)CC1	-13.0	-10.3	14.5	19.5	9.6	6.8	0.7	13.6	-15.9	-0.7	18.4
CC(C)COC(=O)N1CCCCC1c1cc(C(=O)NCc2cccnc2)no1 (configuration not stated)	9.3	22.5	-5.2	.	5.7	11.3	.	17.0	23.5	-1.2	.
Cc1c(NC(=O)CSc2nnc(-c3ccncc3)o2)c(=O)n(-c2ccccc2)n1C	7.2	6.7	-12.9	5.7	-5.1	-3.5	0.1	14.7	-3.1	-0.5	13.2
O=C(N/N=C/c1ccc(O)cc1O)c1ccncc1	-8.4	3.8	17.7	32.1	8.0	33.0	-1.7	6.5	-29.1	-0.4	16.5
CCCCNC(=O)CN(c1ccc(Cl)c(Cl)c1)S(C)(=O)=O	-16.7	1.4	-9.1	2.8	-6.2	3.6	0.6	18.1	-33.2	2.6	-0.9
Cc1nn2c(NCC(C)C)c3c(nc2c1-c1ccccc1)CCC3	-13.3	17.7	-13.9	-10.4	5.9	19.6	0.6	21.6	-17.5	-1.2	-1.1
O=C(O)c1ccc(S(=O)(=O)NN=Cc2c[nH]c3ccccc23)cc1	-18.0	6.5	-22.4	.	11.9	0.8	.	11.4	3.9	-1.2	-7.0
OC(c1cc(C(F)(F)F)nc2c(Cl)cc(Cl)cc12)C1CCCCN1 (configuration not stated)	-3.8	4.1	3.0	-10.3	5.8	108.6*	3.6	2.8	9.0	0.4	0.1
CS(=O)(=O)Nc1ccccc1C(=O)c1ccccc1	0.1	-17.3	-8.7	15.7	2.2	5.4	4.6	9.6	5.7	-2.7	0.0
O=C1C(=O)C(Cl)=C(Cl)C(Cl)=C1Cl	15.3	-40.9	-11.3	.	-20.6	1.6	.	4.9	2.8	0.9	.
CCOc1cc(C(=S)N2CCOCC2)cc(Br)c1OS(=O)(=O)c1ccccc1	-4.4	15.0	1.0	-1.0	-7.0	37.5	1.8	21.2	8.4	0.8	-6.2
Nn1c(SCC(=O)NCc2ccccc2)nnc1C1CC1	-17.3	-15.5	-17.0	-1.5	-2.2	-0.6	5.6	7.2	9.8	-1.3	1.6
Cc1cc(C)n(-c2cc(N3CCN(S(=O)(=O)c4ccc5ccccc5c4)CC3)ccc2[N+](=O)[O-])n1	-4.8	13.0	3.7	24.3	0.4	20.9	1.0	4.3	-25.3	0.5	-5.6
CC(C)/C(=N\NC(=O)Nc1ccccc1)c1ccccc1	-7.6	0.2	1.4	4.9	2.4	-16.2	1.8	-34.3	-35.7	2.2	0.0
COc1cc(O)c2c(c1)OC(c1ccc(O)cc1)CC2=O (configuration not stated)	4.6	-17.6	-12.9	-12.4	-0.3	-32.5	-5.6	-6.0	-7.9	0.7	-3.7
COc1ccc(Cl)c2sc(N(CCN(C)C)C(=O)C3=COCCO3)nc12	0.1	-12.4	11.3	-5.6	-0.4	-0.1	.	-1.6	4.4	-0.5	0.1
CCOC(=O)C(=O)Nc1nc(-c2ccc3c(c2)CCN3C(=O)C2CC2)c(C)s1	11.4	-12.2	-0.2	-9.1	-9.4	-71.1	5.4	-43.7	-8.9	0.7	-0.7
CCc1nc2ccc(C(=O)Nc3ccc(OC)c(OC)c3)cn2c1N(CC)Cc1cccc(Br)c1	-21.4	21.4	-9.3	.	34.5	12.7	.	-8.4	3.5	1.4	.
CCOC(=O)c1cccc(NC(=O)CCn2nnc3ccccc32)c1	-1.6	18.7	6.3	-15.8	1.2	-12.1	-2.2	-23.7	11.9	-1.0	-0.8
CCOc1cc(C(=O)NC(CC(=O)O)c2ccc(OC3CCCC3)cc2)cc(OCC)c1OCC (configuration not stated)	7.3	5.8	4.3	14.3	-13.4	13.0	0.3	16.9	-23.0	-0.7	7.7
COc1cc(NC(=S)NC2CC(C)(C)NC(C)(C)C2)cc(OC)c1	-4.8	-3.0	-4.3	5.2	-18.3	8.9	2.8	9.1	-9.8	-0.3	2.6
CCC(=O)N1CCN(c2ccc(Cl)cc2NC(=O)c2ccc(Br)o2)CC1	-22.6	27.6	13.1	8.0	8.3	28.1	-1.9	3.4	-34.0	-1.2	-3.3
O=c1/c(=C/c2ccc(O)cc2)sc2n1CCCN=2	0.7	-21.6	5.7	-89.1	-5.3	-324.4	-1.6	-169.3	-38.9	-1.4	-2.1
COc1ccccc1N1CCN(C(=O)c2ccc3nc(-c4ccco4)c(-c4ccco4)nc3c2)CC1	-35.8	24.0	23.0	7.5	17.2	51.7*	-0.6	-0.5	12.1	0.1	8.2
COc1cc(S(=O)(=O)NC2CCCC2)c(OC)cc1Cl	-9.9	-33.9	-15.1	-3.9	19.3	-2.9	2.7	14.2	-38.2	-1.5	-9.1
Cc1onc(-c2ccccc2Cl)c1C(=O)NC(=S)NCc1cccnc1	-1.2	-1.9	-6.2	-12.3	1.5	14.1	1.0	9.9	-10.6	-1.7	-9.3
Cc1cn(CC(=O)NCc2ccc3c(c2)OCO3)c(=O)[nH]c1=O	5.5	-36.4	-3.1	-7.3	-13.5	3.6	.	6.0	-7.4	-2.3	3.9
N/C(=N\OC(=O)c1ccc(Cl)cc1Cl)c1ccc(Cl)cc1	-10.2	-13.9	87.5*	4.2	-16.3	-200.7	-0.1	-52.9	-7.5	-2.2	-18.6
O=C(Nc1ccc(F)c(Cl)c1)c1cc(C2CCCCN2C(=O)c2ccccc2)on1 (configuration not stated)	-1.7	4.4	12.8	.	8.6	20.1	.	2.7	-6.6	2.7	.
COc1ccc(CNC(=O)C(c2cccs2)N(C(=O)c2csnn2)C2CC2)cc1 (configuration not stated)	5.2	13.0	5.5	0.5	2.8	22.8	-0.3	13.7	-12.5	0.0	-7.5
Cc1ccc(CN(Cc2ccc(C)o2)C(=S)NCC(=O)O)cc1	6.1	5.2	6.3	1.6	-11.9	-3.9	2.4	12.9	18.2	1.7	-2.7
O=C(C1CC(=O)N(c2ccc(F)cc2)C1)N1CCN(c2ccc(F)cc2)CC1 (configuration not stated)	-5.3	15.9	2.4	-4.6	4.4	0.7	-2.5	10.6	11.8	-0.5	8.9
COC(=O)c1c(N)sc(Cc2ccccc2)c1C	-2.4	-10.8	1.8	0.0	8.1	15.8	1.6	3.8	-11.9	2.2	6.0
O=C(O)CS(=O)(=O)CC(=O)NCc1cccc(C(F)(F)F)c1	6.2	10.8	-2.8	8.4	4.5	7.0	1.5	18.5	-21.5	3.7	-23.7
C=CCN1C(C(=O)c2ccccc2)=C(OC(=O)COc2ccccc2)c2ccccc2S1(=O)=O	-1.5	13.8	7.0	4.5	2.9	15.8	5.9	21.4	11.1	3.7	12.5
CN(Cc1ccccc1F)C(=O)c1ccc(Oc2ccccc2)cc1	-11.6	8.6	8.0	-6.5	13.1	-67.0	-4.1	-73.0	5.6	-0.3	3.0
CC1(Cc2cccc(C(F)(F)F)c2)C(=O)Nc2c(Cl)cccc21 (configuration not stated)	7.8	-1.5	5.1	.	-10.3	-0.1	.	8.8	17.4	7.1	.
O=C(CCCCCn1c(=S)[nH]c2cc3c(cc2c1=O)OCO3)N1CCN(C(=O)c2ccco2)CC1	2.9	15.9	0.5	9.6	3.8	12.8	-93.0	14.8	-15.6	1.0	0.9
CNc1snc(C)c1C(=O)OCC(=O)c1cc(F)ccc1OC	16.4	23.7	1.3	-11.5	-58.7	-3.7	-0.5	-10.6	28.1	-3.5	4.1
CC1CC(C)CN(S(=O)(=O)c2cc3c(cc2Cl)NC(=O)CO3)C1 (configuration not stated)	6.5	3.5	-12.0	18.7	-3.9	7.9	4.0	3.6	-8.2	-1.4	-4.2
O=C(NC1CCCC1)C1CCN(C(=O)c2ccccc2Cl)CC1	-2.2	-4.5	-12.6	4.5	-0.5	6.8	4.1	20.3	-9.7	0.0	-3.5
CC1CN(S(=O)(=O)c2ccc(C(=O)Nc3nnc(-c4ccccn4)o3)cc2)CC(C)O1 (configuration not stated)	-7.6	-30.1	-2.3	-17.6	-0.4	-0.3	-0.8	12.8	-5.2	0.1	-5.6
CCN(CC)CCNC(=O)c1cc2c(-c3cccc(OC)c3)nn(C)c2s1	-4.7	-31.5	-13.1	-16.8	-14.6	26.8	-1.0	2.6	30.2	-0.4	-7.8

Peg3 prom inh, what is marked active above
| Molecule | Shn3 3UTR inh | MITF TRPM1 inh | CF NFkB inh | Peg3 prom inh | NR2E3 ag-1 | HIF-2a block | NR2E3 ag-2 | LMP1 NFkB inh |
| --- | --- | --- | --- | --- | --- | --- | --- | --- |
| OC(c1cc(C(F)(F)F)nc2c(Cl)cc(Cl)cc12)C1CCCCN1 (configuration not stated) | 4.1 | -10.3 | 5.8 | 108.6* | 3.6 | 2.8 | 9.0 | 0.1 |
| COc1ccccc1N1CCN(C(=O)c2ccc3nc(-c4ccco4)c(-c4ccco4)nc3c2)CC1 | 24.0 | 7.5 | 17.2 | 51.7* | -0.6 | -0.5 | 12.1 | 8.2 |

From PubChem
